# Compound activity as filed in PubChem BioAssay.
# GSTO1 inh – blocks human GSTO1 in RBBP9 counter-screen; recombinant GSTO1, activity-based probe fluorescence polarization; inhibition, % at 5.96 µM; P78417; 300,000 tested, 1.1% active;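 active means inhibition above the campaign mean inhibition plus 3 SD, cut at about 35% in these data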;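 further: 0% = GSTO1-1 with DMSO and 100% = wells lacking GSTO1-1 enzyme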
# PAFAH1B3 FP inh – PAFAH1B3 (human) inhibition. 340,000 tested, 0.28% active. inhibition, % at 3.39 µM. AID 492972. recombinant PAFAH1B3, FP-rhodamine probe, fluorescence polarization;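 active means inhibition above the screen-wide average of all tested compounds plus 3 SD, cut at about 25% in these data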;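 further: 0% = enzyme with DMSO only and 100% = wells lacking PAFAH1B3 protein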
# PAD4 FP inh – inhibitors of human PAD4; Q9UM07; recombinant PAD4, RCA probe fluorescence polarization; inhibition, % at 6.36 µM; 330,000 tested, 0.41% active;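 active means percent inhibition above a cutoff equal to the mean of all tested compounds plus 3 SD, cut at about 15% in these data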;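 further: 0% = PAD4 with RCA probe and DMSO and 100% = probe without PAD4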
# Target sequence (Q9UM07 whole entry, looked up): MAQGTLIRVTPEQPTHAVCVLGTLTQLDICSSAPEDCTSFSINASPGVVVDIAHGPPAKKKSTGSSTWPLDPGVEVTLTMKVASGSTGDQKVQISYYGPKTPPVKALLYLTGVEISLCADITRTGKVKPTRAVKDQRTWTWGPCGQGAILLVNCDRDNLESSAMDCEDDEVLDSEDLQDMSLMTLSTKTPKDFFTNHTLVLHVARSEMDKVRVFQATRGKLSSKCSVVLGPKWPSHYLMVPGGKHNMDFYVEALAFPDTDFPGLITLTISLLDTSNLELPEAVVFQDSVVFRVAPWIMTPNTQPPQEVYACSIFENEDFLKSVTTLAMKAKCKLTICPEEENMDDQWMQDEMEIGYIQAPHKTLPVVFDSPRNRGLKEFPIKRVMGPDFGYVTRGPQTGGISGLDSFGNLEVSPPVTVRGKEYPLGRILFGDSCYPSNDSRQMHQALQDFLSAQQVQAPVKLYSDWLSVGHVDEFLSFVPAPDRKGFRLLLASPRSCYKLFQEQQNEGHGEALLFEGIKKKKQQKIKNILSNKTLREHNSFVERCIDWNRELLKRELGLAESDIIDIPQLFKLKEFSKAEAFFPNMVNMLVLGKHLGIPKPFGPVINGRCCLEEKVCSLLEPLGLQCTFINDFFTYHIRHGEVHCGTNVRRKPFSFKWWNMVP
# PAFAH2 FP inh – inhibitors of human PAFAH2; AID 492956; recombinant PAFAH2, FP-rhodamine activity probe, fluorescence polarization; Q99487; inhibition, % at 3.39 µM; 340,000 tested, 0.99% active;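 active means inhibition above the mean over all tested compounds plus 3 SD, cut at about 30% in these data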;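 further: inhibitors block probe labeling of enzyme so polarization drops; 0% = enzyme with DMSO and 100% = wells lacking PAFAH2 protein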
# PREPL inh – human PREPL enzyme inhibition. Q4J6C6. recombinant PREPL, fluorescence polarization activity-based probe. inhibition, % at 5.96 µM. 320,000 tested, 0.68% active; in the data active means inhibition above about 43%;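 further: 0% = enzyme with DMSO and 100% = wells lacking enzyme; many of its hits are not listed in these tables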
# EBNA-1 inh – blocks EBNA-1 binding to DNA | inhibition, % at 14.8 µM | 300,000 tested, 0.34% active | EBNA-1 DNA binding, fluorescence polarization; in the data active means inhibition above about 28%
# ZTA DNA inh – blocks Epstein-Barr virus ZTA, an EBNA-1 counter-screen; P03206; ZTA-DNA binding, fluorescence polarization; inhibition, % at 11 µM; 320,000 tested, 0.15% active; in the data active means inhibition above about 33%
# Target sequence (P03206 whole entry, looked up): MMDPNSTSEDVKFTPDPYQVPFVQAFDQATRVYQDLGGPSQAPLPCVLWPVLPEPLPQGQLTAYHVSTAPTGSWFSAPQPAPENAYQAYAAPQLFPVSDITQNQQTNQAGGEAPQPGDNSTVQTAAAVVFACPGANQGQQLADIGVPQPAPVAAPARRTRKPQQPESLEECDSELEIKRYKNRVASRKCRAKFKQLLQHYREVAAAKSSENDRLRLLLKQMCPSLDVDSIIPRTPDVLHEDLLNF
# LYPLA1 inh – LYPLA1 (human) inhibition in PME1 counter-screen | O75608 | recombinant LYPLA1, FP-Rh probe fluorescence polarization | inhibition, % at 5.9 µM | 320,000 tested, 0.16% active;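 active means inhibition above the mean of all tested compounds plus 3 SD, set per campaign, cut at about 14% in these data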;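 further: inhibitors block serine hydrolase probe labeling of LYPLA1 so polarization falls; 0% = enzyme with DMSO and 100% = wells lacking LYPLA1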
# LYPLA2 counter – counter-screen for PME1 inhibitors: inhibitors of human LYPLA2 | O95372 | recombinant LYPLA2, FP-Rh probe fluorescence polarization | inhibition, % at 5.9 µM | 320,000 tested, 0.38% active | AID 2177;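 active means inhibition above the screen-wide mean plus 3 SD, limit set per campaign, cut at about 26% in these data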;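 further: 0% = LYPLA2 with DMSO and 100% = wells lacking LYPLA2 enzyme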
# * marks the source's active call; other numbers are inactive results; · = not tested or not shown. An excerpt. The share of hits here may be higher or lower than overall.
SMILES,GSTO1 inh,PAFAH1B3 FP inh,PAD4 FP inh,PAFAH2 FP inh,PREPL inh,EBNA-1 inh,ZTA DNA inh,LYPLA1 inh,LYPLA2 counter
CCOC(=O)C1=C(c2ccccc2)NC(=O)NC1c1cc(OC)c(O)c([N+](=O)[O-])c1 (stereo unspecified),11,16,-3,9,4,0,2,1,4
O=Cc1[nH]c2ccccc2c1N(C(=O)CCl)c1ccc([N+](=O)[O-])cc1,73*,9,11,3,10,7,24,2,6
COc1ccc(C2C(C(=O)N3CCN(c4ccccn4)CC3)CC(=O)N2c2ccc(OC)cc2)cc1 (stereo unspecified),-5,1,-4,-7,17,-1,16,0,5
CCOC(=O)Cn1c(=O)oc2cc(S(=O)(=O)N3CCCc4ccccc43)ccc21,2,-2,-2,12,1,7,2,3,-3
CCOC(=O)c1c(N2C(=O)CC(Sc3ccccc3C(=O)O)C2=O)sc2c1CCCC2 (stereo unspecified),5,0,6,13,4,-9,5,-4,0
S=C(c1ccc(-c2ccc(Cl)c(Cl)c2)o1)N1CCOCC1,3,16,-1,20,2,12,10,-4,5
CCOC(=O)c1ccc(-c2ccc(C(=O)Nc3cccnc3)o2)cc1,-7,-7,-4,1,-7,-4,-2,-7,-5
CCN(CC)c1ccc(C(=O)NNC(=O)CCNC(=O)c2ccccc2)cc1,·,0,-6,4,18,·,6,-1,-5
CN(Cc1cnccn1)Cc1ccccc1OCC(O)CN1CCc2ccccc2C1 (stereo unspecified),-2,-1,-3,1,16,8,14,4,1
COc1ccc(CNC(=O)CS(=O)(=O)Cc2nc(-c3ccc(OC)cc3)oc2C)cc1,2,1,1,-3,17,10,-8,5,12
O=c1c2ccccc2ncn1-c1cccc(Cl)c1,9,2,-3,2,-15,1,4,-1,-5
CCN(CC)CC#CCC(O)(c1ccccc1)c1ccccc1,1,7,3,-1,1,-6,1,-1,2
O=c1c2ccccc2nc(-c2ccccc2)n1Cc1ccc(Cl)cc1,-2,7,1,13,-6,-9,-2,-1,3
O=C(Oc1ccc(F)cc1)c1ccc2c(=O)n3c(nc2c1)CCC3,-6,-7,7,-1,16,1,-19,-13,-6
CCOC(=O)CC(NS(=O)(=O)c1ccc(OC)c(C)c1)c1cccc([N+](=O)[O-])c1 (stereo unspecified),1,11,-1,-5,0,-6,2,4,3
COc1ccc(CCNC(=O)Cn2nnc(C(=O)Nc3cc(C)ccc3C)c2N)cc1OC,2,2,3,-2,7,1,9,-3,-3
CC(OC(=O)c1ccccc1C(=O)N(C)C1CCCCC1)C(=O)NC1(C#N)CCCCC1 (stereo unspecified),·,-2,0,0,10,·,7,3,1
O=C(Nc1nnc(C2=COCCO2)o1)c1cccc(C(F)(F)F)c1,-12,1,-5,-3,2,8,-4,1,6
Cc1cc(C(=O)Nc2c(F)c(F)c(F)c(F)c2F)n(-c2ccccc2)n1,2,-6,-4,-2,12,-2,-10,-1,9
Cc1ccc(-c2nnn(CC(=O)N(c3ccccc3F)C(CC(C)C)C(=O)NCC3CCCO3)n2)cc1 (stereo unspecified),4,-5,0,-3,29,0,-20,-3,-6
CCN(CC)c1nc2ccccc2nc1-n1nc(C)cc1C,0,9,-1,4,4,5,6,2,2
COc1ccc(C(C#N)N2CCC(c3ccccc3)=N2)cc1OC (stereo unspecified),-4,7,-6,-3,1,-2,-14,-3,-1
CCOC(=O)Cn1nc(-c2ccc(F)cc2)cc(Cc2ccccc2)c1=O,-1,2,-3,-3,1,-7,-3,1,2
COc1cccc(NC(=O)C2CCN(S(=O)(=O)c3ccc4c(c3)NC(=O)CO4)CC2)c1,-9,10,0,-5,3,1,18,4,10
CN1CCN(S(=O)(=O)c2ccc3c(c2)C(C)(C)C(=O)N3C)CC1,-4,7,0,0,-9,0,6,-2,-1

# At a glance, some entries already given.
SMILES,GSTO1 inh,PAFAH1B3 FP inh,PAD4 FP inh,PAFAH2 FP inh,PREPL inh,EBNA-1 inh,ZTA DNA inh,LYPLA1 inh,LYPLA2 counter
O=C(Nc1nnc(C2=COCCO2)o1)c1cccc(C(F)(F)F)c1,-12,1,-5,-3,2,8,-4,1,6
Cc1cc(C(=O)Nc2c(F)c(F)c(F)c(F)c2F)n(-c2ccccc2)n1,2,-6,-4,-2,12,-2,-10,-1,9
Cc1ccc(-c2nnn(CC(=O)N(c3ccccc3F)C(CC(C)C)C(=O)NCC3CCCO3)n2)cc1 (stereo unspecified),4,-5,0,-3,29,0,-20,-3,-6
CCN(CC)c1nc2ccccc2nc1-n1nc(C)cc1C,0,9,-1,4,4,5,6,2,2

# Later entries:
SMILES,GSTO1 inh,PAFAH1B3 FP inh,PAD4 FP inh,PAFAH2 FP inh,PREPL inh,EBNA-1 inh,ZTA DNA inh,LYPLA1 inh,LYPLA2 counter
CCCCNC(=O)OCC(CC)NC(=O)OC(C)C (stereo unspecified),5,1,-11,-3,9,-18,-13,-1,-5
CCOC(=O)C1CCCN(Cc2ccccc2Cl)C1 (stereo unspecified),4,3,-1,12,4,-6,15,0,-3
CCCCc1ccc(Nc2nc(N3CCOCC3)nc(N3CCOCC3)n2)cc1,0,8,-2,3,2,-16,-7,-2,-6
C=CCSc1nc(O)c(CC)c(=O)n1C(C)CC (stereo unspecified),4,-3,-1,-4,0,3,2,-8,-11
O=C(CCC(=O)N(CC(=O)NC1CCCCC1)c1ccc(F)cc1)Nc1ccccn1,1,-1,-1,8,-8,-7,0,-3,0
CCOC(=O)C1CCN(C(=O)c2cccc(C(=O)N3CCC(C(=O)OCC)CC3)c2)CC1,-6,10,-1,-3,2,-5,-15,1,0
C/C(=N\OCC(=O)Nn1c(=O)[nH]c2ccccc2c1=O)c1ccccc1,2,4,1,-7,19,4,3,5,-3
O=C(NCCOc1ccccc1Cl)C(=O)NCCOc1ccccc1Cl,1,7,-4,-2,-5,23,0,1,0
O=C(C[n+]1ccc2ccccc2c1)c1ccccc1,7,9,-8,6,28,-1,-8,-1,0
Cc1nnc(-c2ccc(N3CCOCC3)c([N+](=O)[O-])c2)o1,·,1,-7,-2,16,·,-10,0,4
CCCN1CCC(=NNC(=O)CSc2cc(C)c(Br)cc2C)CC1,3,1,4,-2,-5,11,-8,-2,4
CSc1nc(NC(C)(C)C)nc(N2CCOCC2)n1,4,0,3,0,-7,-4,2,3,3
CCOC(=O)c1c(C)nc2ccc(C)cn12,6,4,-10,3,-3,0,1,1,-1
Cn1c(SCC(=O)N/N=C/c2ccccn2)nnc1-c1ccccc1,-2,5,-1,0,-1,10,8,-2,-11
NS(=O)(=O)c1ccc(NC(=S)N2CCCC2)cc1,2,3,2,2,5,-4,-6,-1,1
C/C(=N\O)c1ccc2[nH]ccc2c1,11,7,-3,-3,8,3,2,5,7
O=C1c2ccccc2NC(c2ccccc2)N1NS(=O)(=O)c1ccccc1 (stereo unspecified),4,5,1,-3,-2,4,10,0,0
Cc1ccc(-c2nnc(N3CCCCC3)c3ccccc23)cc1,1,2,1,2,-9,-9,-22,-1,0
O=c1c2cn[nH]c2nc(SCc2ccccc2F)n1-c1ccc(Br)cc1,-4,-5,-2,-6,-4,3,8,-4,-9
c1csc(C2=Nn3c(nnc3-c3ccncc3)SC2)c1,8,2,-2,5,-4,11,10,2,7
CC(C)(C)c1cc(CCC(=O)N2CCNCC2)c(C(C)(C)C)cc1O,0,12,0,2,2,-7,-12,1,5
CC(C)N(Cc1nc(-c2ccc(Cl)cc2)no1)Cc1nccn1C,-3,5,-5,0,10,-8,15,-2,-4
Cc1cc(C)c(O)c(-c2cc(C(=O)Nc3ccc(S(=O)(=O)N4CCOCC4)cc3)[nH]n2)c1,-153,25,-8,-60,23,1,-10,-73,-147
COCCCN(C(=O)c1ccc(N2CCCC2=O)cc1)c1c(N)n(Cc2ccccc2)c(=O)[nH]c1=O,-17,-1,-2,0,20,-10,14,-4,-3
CCOC(=O)c1[nH]c2ccccc2c1NC(=O)C(CC)CC,7,-1,-2,0,2,-1,-7,8,2
# The list continues.
SMILES,GSTO1 inh,PAFAH1B3 FP inh,PAD4 FP inh,PAFAH2 FP inh,PREPL inh,EBNA-1 inh,ZTA DNA inh,LYPLA1 inh,LYPLA2 counter
O=C(Cn1nnc(-c2ccc(S(=O)(=O)N3CCCC3)cc2)n1)NCC1CCCO1 (stereo unspecified),-2,0,2,-9,-1,5,13,4,5
CCOc1ccccc1C(=O)NCC(=O)OCCOc1cccc(Cl)c1,9,2,-2,-2,1,1,-2,-2,-1
COc1ccc(CCN2C(=O)CC(C(N)=O)SC2=Nc2ccccc2)cc1OC (stereo unspecified),-5,3,-1,5,9,-6,-13,5,7
CC(=O)c1c(C)[nH]c(C2=NNC(=NC(C)(C)C)SC2)c1C,11,5,-6,2,4,-18,8,-3,-7
O=C(CN1C(=O)NC2(CCCc3ccccc32)C1=O)Nc1ccccc1OC(F)F (stereo unspecified),·,12,3,-3,3,·,4,0,4
Cc1ccnc(NC(=O)CNC(=O)c2cccs2)c1,1,-3,-1,5,6,-3,-1,-1,-1
CC(=O)/C(N=Nc1ccc(SC(F)F)cc1)=C(\C)O,-2,14,-1,0,-21,-6,-1,2,18
S=C(N/N=C/c1ccc(Cl)c(Cl)c1)Nc1ccccc1Cl,6,-9,-3,-7,-2,4,7,-8,-15
O=C1Nc2ccccc2C(=O)N2[C@H](c3cccc(Br)c3)[C@@H]3C(=O)N(Cc4ccccc4)C(=O)[C@@H]3[C@H]12,-2,-4,3,-2,-19,6,14,-1,-5
CC1=C(C#N)CCC(=O)N1Cc1c(F)cccc1Cl,1,-3,-3,1,1,-6,-6,-4,-3
COc1cc(C2NC(=O)CCC2[N+](=O)[O-])c(OC)cc1Br (stereo unspecified),0,-2,-9,-4,0,-23,-6,3,-2
C/C(=N\NC(=O)c1c(Br)cnn1C)c1ccc(NC(=O)c2ccc(F)cc2)cc1,4,2,0,13,7,50*,-12,3,-3
C=CCNC(=S)/N=c1/ccccn1CC,1,8,2,0,9,4,1,-2,-4
CN(C)CCCNC(=O)C1(O)c2cc(Br)ccc2NC(=O)N1c1c(F)cccc1F (stereo unspecified),6,6,3,-6,10,-9,-21,2,11
Cc1ccc(SCc2nc(N)nc(Nc3ccccc3C)n2)cc1C,14,3,0,7,-10,-8,-13,-2,0
Cc1cc(=O)n(CC=C(Cl)Cl)c2ccccc12,-4,-1,-2,3,-16,15,13,-1,3
Cc1cc(Cl)c(S(=O)(=O)N2CCCC2)cc1OCC(N)=O,-4,5,2,-5,-8,10,14,-1,5
CC1(C)Cc2c(c(-c3ccco3)nc3sc4c(NCCN5CCOCC5)ncnc4c23)CO1,3,3,-3,-5,2,2,6,-1,0
Cc1ccc(C(=O)C(C(=O)/C=C/c2ccccc2)=C2SCCCS2)cc1,-5,1,5,-1,3,-4,10,-2,-3
CNC(=O)/C(C#N)=C/c1c(F)cccc1Cl,4,-1,2,2,-7,-1,4,-1,-1
O=C(NCCN1CCCCC1)c1c(O)c2ccccc2[nH]c1=O,10,3,1,-1,7,0,0,2,-5
CC1(OC(=O)c2ccc(Cl)nc2)C(=O)C=C2C=C(c3ccsc3)OC=C2C1=O (stereo unspecified),24,·,-5,·,17,2,-11,0,7
Cc1ccc(NC(=O)COC(=O)[C@@H]2CCCN2C(=O)c2cccs2)cc1S(=O)(=O)N(C)C,5,4,-4,8,19,2,-1,3,4
COc1cc(Cl)c(C)cc1NC(=O)CSc1ccc(C)cc1,-2,3,-4,-4,-1,-4,2,-4,-3
CCCCCCSc1cc(-c2nc3cnccn3c2NCc2ccccc2)ccc1OC,-9,14,-5,7,5,-3,6,-3,-7
O=C(c1cccc(Cl)c1)N1CCC(=O)N(C(COCc2ccccc2)Cc2ccccc2)CC1 (stereo unspecified),-4,-3,3,8,18,-1,-3,0,-3
CCOc1ccc(C(=O)Nc2ccc(S(=O)(=O)Nc3cc(C)on3)cc2)cc1,-1,3,2,-5,-3,-11,-1,-1,-3
COC(=O)c1ccc(/C=C(/NC(=O)c2ccccc2)C(=O)N2CCOCC2)cc1,-1,5,5,-5,4,10,17,0,3
Cc1ccc(NC(=O)CSc2nc(=O)n3cc(C)ccc3n2)c(C)c1,0,-2,2,-5,2,6,-6,0,2
